Assay outcomes from PubChem BioAssay.
NOD1 inhibition: inhibition of NOD1-driven NF-kB reporter – cell-based, luminescence, uHTS, primary screen (AID 1578); one-dose inhibition, % at 4 µM; EC50 in µM for titrated hits; NOD1-driven NF-kB luciferase reporter cells, luminescence; higher % means a stronger effect; 290,000 compounds, 1% hits; in the data active = inhibition mostly above about 36%, no sharp cut-off; inactive = mostly below about 34%;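 also: HEK-293T reporter cells stimulated with the NOD1 agonist gamma-tri-DAP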
HEK293 NOD2/NF-kB: NOD2 signaling inhibitors, cell-based, luminescence, uHTS, HEK293 (AID 1566). HEK293 NOD2/NF-kB luciferase reporter, luminescence; higher % means a stronger effect. inhibition, % at 4 µM; hits with a dose series show EC50 in µM. 290,000 compounds, 0.63% hits; also: many of its hits are not listed in these tables
XIAP displacement: small molecules displacing peptide from XIAP – biochemical, IAP family, fluorescence polarization (AID 1018). XIAP BIR domain, fluorescence polarization peptide displacement; higher % means a stronger effect. displacement, % at 20 µM, or IC50 in µM where a hit was titrated. 200,000 compounds, 0.007% hits; in the data active = displacement above about 50%; also: a part of the inactive calls stands beside numbers as strong as those of hits
KOR beta-arrestin-1: kappa opioid receptor activators – cell-based, luminescence, uHTS, primary screen (AID 1777). KOR beta-arrestin recruitment, luminescence; higher % means a stronger effect. activation, % at 10 µM, or EC50 in µM where a hit was titrated. 280,000 compounds, 0.02% hits; in the data active = activation above about 50%, passing the limit was not always enough; also: a part of the inactive calls stands beside numbers as strong as those of hits
human PMI inhibitors: human PMI inhibitors, high substrate, primary screen, biochemical, fluorescence intensity, high mannose 6-phosphate (AID 1220) | 190,000 compounds, 0.66% hits | recombinant PMI enzyme, coupled fluorescence intensity; higher % means a stronger effect | inhibition, % at 20 µM, or IC50 in µM where a hit was titrated
TNAP activators: stimulation of alkaline phosphatase TNAP activity – biochemical, luminescent, no phosphate acceptor, uHTS, primary screen (AID 1001); purified TNAP, luminescent activation assay, no phosphate acceptor; higher activation fold means a stronger effect; activation fold at 20 µM, or EC50 in µM where a hit was titrated; 200,000 compounds, 0.03% hits; in the data active = activation fold from about 3, or a potency from the dose series; inactive = the rest, 99 in 100 with activation fold below about 1.6; also: many of its hits are not listed in these tables
LYP phosphatase: inhibitors of LYP phosphatase, biochemical, fluorescence intensity, uHTS (AID 1779) | inhibition, % at 11.5 µM; hits with a dose series show IC50 in µM | 290,000 compounds, 0.054% hits | recombinant LYP phosphatase, fluorescence intensity; higher % means a stronger effect;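 also: plate controls were vehicle with enzyme for no effect and no enzyme for full effect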
KOR beta-arrestin-2: KOR antagonists, beta-arrestin recruitment, cell-based, luminescence, uHTS (AID 1778) | KOR beta-arrestin recruitment, luminescence, antagonist mode; higher % means a stronger effect | inhibition, % at 10 µM; hits with a dose series show IC50 in µM | 290,000 compounds, 0.091% hits; also: strong numbers were not always called active
human PMI inhibition: inhibitors of human PMI, primary screen, biochemical, fluorescence intensity, coupled assay (AID 1209) | purified PMI enzyme, coupled fluorescence intensity; higher % means a stronger effect | inhibition, % at 20 µM, or IC50 in µM where a hit was titrated | 190,000 compounds, 0.42% hits;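 also: plate controls were DMSO vehicle for no effect and wells lacking substrate for full effect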
* hit, by the source's call; nt = not tested or not shown; [ ] = dose if it differs, or a comment. Rule as the data show it, unless noted: active = inhibition above about 50%; inactive = the rest. A portion of the library (hit frequency here may not be typical).

SMILES	NOD1 inhibition	HEK293 NOD2/NF-kB	XIAP displacement	KOR beta-arrestin-1	human PMI inhibitors	TNAP activators	LYP phosphatase	KOR beta-arrestin-2	human PMI inhibition
O=C(CN(Cc1ccco1)C(=O)CCC(=O)Nc1nccs1)NCc1ccccc1	-13.5%	-1.9%	-2.1%	-7.8%	0.4%	1.1	0.4%	-7.6%	-3.6%
COc1cc(/C=C2\SC(=S)N(C(C(=O)O)c3ccccc3)C2=O)ccc1O (configuration not stated)	14.7%	29.5%	nt	-6.7%	nt	nt	-7.4%	39.1%	nt
CC(=O)N1CCOc2ccc(S(=O)(=O)NC(C)c3ccccc3)cc21 (configuration not stated)	1.8%	-3.6%	nt	-5.2%	nt	nt	-12.1%	-32.4%	nt
O=C(N/N=C/c1cc([N+](=O)[O-])ccc1O)c1cc(-c2ccccc2)nc2ccccc12	-32.0%	-52.3%	-6.6%	1.5%	-27.3%	1.1	10.8%	16.2%	-16.9%
CCOC(=O)c1sc(NC(=O)C(C)C)c(C#N)c1C	-13.0%	24.6%	-2.1%	nt	16.8%	1	-4.2%	-57.9%[20 µM]	47.9%
CCOc1ccc(C(=O)Nc2ccc(-c3nc4ccccc4[nH]3)cc2)cc1[N+](=O)[O-]	-18.8%	-4.4%	-4.2%	6.4%	-11.3%	1.1	-9.0%	-8.2%	3.1%
O=C1CC(=O)N(CCc2ccc(F)cc2)C(=O)N1	-0.8%	0.5%	-21.7%	5.0%	3.4%	1.1	-6.8%	7.8%	1.5%
COCCCNC(=O)CCCn1c(=O)c2ccccc2n(CC(=O)Nc2c(C)cc(C)cc2C)c1=O	59.0%	11.3%	-10.8%	2.2%	1.5%	1	-9.0%	-53.6%	-2.8%
COc1ccc([N+](=O)[O-])cc1NC(=O)C(C)OC(=O)c1cccnc1Cl (configuration not stated)	-12.3%	3.0%	-18.5%	-3.4%	6.6%	1	-2.6%	17.0%[20 µM]	1.1%
Nc1nc(SCC(=O)NNc2c(Cl)cc(Cl)cc2Cl)n[nH]1	-10.7%	5.4%	1.1%	1.9%	6.3%	1.2	-5.1%	-31.1%	17.8%
Cc1c(C(=O)NC(C)C)oc2c1-c1[nH]ncc1CC2	-17.1%	1.7%	-2.9%	0.0%	nt	1	4.6%	-20.7%	26.2%
COc1cccc2cc(/C(C)=N/NC(=O)c3ccco3)oc12	-29.6%	2.8%	-2.3%	-2.6%	-5.0%	1.1	3.8%	17.0%	-2.1%
Cc1ccc(/C=N/N=C2\SCC(=O)N2CC2CC2)cc1	-6.5%	11.1%	nt	3.1%	nt	nt	-1.6%	15.0%	nt
CC(=O)OCCN(Cc1ccccc1)Cc1ccc2c(c1)OCO2	-3.4%	-18.5%	0.1%	1.9%	-4.7%	1.1	-2.3%	-1.4%	4.7%
CCCc1cc(=O)oc2cc(OCC(=O)NCCCn3ccnc3)ccc12	1.1%	-12.5%	nt	-7.1%	nt	nt	-4.5%	-21.9%	nt
Cc1ccccc1-c1coc2cc(O)ccc2c1=O	-22.2%	-7.4%	-8.7%	-0.9%	9.9%	1	-1.7%	6.7%	10.9%
COc1ccc(/C=C/C(=O)Nc2sc(Cc3ccccc3)c(C)c2C(N)=O)cc1	-4.5%	1.7%	-4.1%	-1.0%	11.6%	1.2	-3.8%	-45.1%	6.6%
O=C(O)CN(Cc1ccccc1)S(=O)(=O)c1ccc(F)cc1	nt	-1.3%	-4.2%	-0.5%	-14.4%	1	-5.9%	-10.9%	-6.0%
O=C(N/N=C/C1C(c2ccccc2)C1(Cl)Cl)c1cccc(Br)c1 (configuration not stated)	nt	1.7%	-4.7%	9.7%	7.8%	0.9	7.0%	-11.0%	-10.8%
COCn1c(=O)c2c(nc(SC3=NCCS3)n2Cc2ccccc2C)n(COC)c1=O	-0.5%	10.3%	-6.1%	2.9%	4.9%	1	7.9%	6.2%	19.7%
CCc1c(C)nc(SCc2cccnc2)[nH]c1=O	-21.0%	5.1%	nt	-6.0%	nt	nt	-5.3%	-27.0%	nt
CCOc1ccc(Br)cc1C(=O)N/N=C/c1ccc([N+](=O)[O-])cc1	-7.6%	12.0%	-2.9%	0.5%	4.1%	1.1	-2.4%	-22.8%	-6.2%
Cc1cccc(N(C(=O)c2csnn2)C(C(=O)NC2CCCCC2)c2ccccn2)c1C (configuration not stated)	0.8%	-5.4%	nt	4.2%	nt	nt	-7.9%	-0.8%	nt
Cc1ccccc1Cn1ccc(NC(=O)c2nc3ncccn3n2)n1	-29.6%	-10.5%	1.4%	-4.3%	6.2%	1.1	-7.3%	0.4%	9.1%
COc1ccc(C(Cl)=C(c2ccc(OC)cc2)c2ccc(OC)cc2)cc1	36.8%	-5.5%	-2.8%	-2.3%	-7.5%	1.1	1.3%	17.2%	-5.9%
O=C(NCCCN1CCCCCC1)c1ccc(CS(=O)(=O)Cc2ccccc2F)o1	-32.1%	9.0%	-4.5%	-5.1%	-1.2%	1.1	-11.8%	2.7%	-5.2%
OCCC1CN(Cc2ccc3c(c2)CCO3)CCN1Cc1ccc(F)cc1 (configuration not stated)	-18.6%	6.4%	-5.6%	-0.6%	4.9%	1.1	-9.7%	1.4%	9.7%
O=C(NCC1CC1)c1ccc(Oc2cc(Cl)cc(Cl)c2)o1	-14.6%	6.5%	nt	4.2%	nt	nt	-4.8%	-3.9%	nt
COC(=O)c1ccc(CNC(=O)Cn2nnnc2CN(C)C(C)C)cc1	4.3%	-9.8%	nt	3.6%	nt	nt	-4.7%	-23.6%[20 µM]	nt
Cc1nn(CCN)c(C)c1Cl	-10.1%	0.9%	-7.2%	nt	11.7%	1	-8.4%	-29.6%[20 µM]	7.1%
N#Cc1cnn(-c2ccc(F)cc2)c1N	-0.5%	-3.6%	nt	3.8%	nt	nt	-5.2%	-18.2%	nt
Cn1c(N)c(N=O)c(=O)n(C)c1=O	3.3%	-0.7%	nt	2.4%	nt	nt	-6.0%	22.2%	nt
CCC(=O)Nc1cccc(-c2cn3cccc(C)c3n2)c1	-11.0%	-45.2%	nt	3.4%	nt	nt	-5.9%	22.8%	nt
Cc1nc(C(F)(F)F)c(C(=O)N/N=C(\N)c2cccnc2)s1	-15.8%	-0.5%	-2.4%	-1.9%	4.1%	1.1	-3.0%	-24.2%	3.8%
Cc1nc(Cc2ccc(OC(C)C)cc2)[nH]c(=O)c1CC(=O)O	-27.4%	12.0%	-1.5%	-1.7%	0.7%	1.1	-7.6%	3.5%	0.9%
CCC(CC)NC(=O)C1CCN(S(=O)(=O)c2cccs2)CC1	22.5%	5.4%	-2.4%	4.7%	-12.0%	0.9	2.7%	-27.6%	-5.9%

Some entries already given, reduced to HEK293 NOD2/NF-kB and human PMI inhibitors.
SMILES	HEK293 NOD2/NF-kB	human PMI inhibitors
Cc1cccc(N(C(=O)c2csnn2)C(C(=O)NC2CCCCC2)c2ccccn2)c1C (configuration not stated)	-5.4%	nt
Cc1ccccc1Cn1ccc(NC(=O)c2nc3ncccn3n2)n1	-10.5%	6.2%

Additional structures:
SMILES	NOD1 inhibition	HEK293 NOD2/NF-kB	XIAP displacement	KOR beta-arrestin-1	human PMI inhibitors	TNAP activators	LYP phosphatase	KOR beta-arrestin-2	human PMI inhibition
Cc1c(C(=O)OCC(=O)N2CCCC2)cccc1[N+](=O)[O-]	-30.9%	8.9%	nt	-3.3%	nt	nt	-11.4%	-17.5%	nt
Cc1cc2c(cc1S(=O)(=O)N1CCN(c3ccc(Cl)cc3)CC1)OCCN2C	-2.3%	-2.2%	nt	-3.6%	nt	nt	-7.4%	8.1%[20 µM]	nt
O=c1c(Cc2ccc(Cl)cc2)c(O)ccn1Cc1ccncc1	-18.1%	10.4%	-5.2%	-5.0%	3.5%	1.1	-7.6%	-0.2%[20 µM]	5.4%
CCN(CC)c1ccc(CC(=O)NC(C)Cc2ccccc2)cc1 (configuration not stated)	15.0%	25.4%	-1.0%	0.6%	9.7%	1	-4.4%	-1.3%	4.3%
Cc1cccn2cc(-c3cccc(S(=O)(=O)N4CCCCC4)c3)nc12	-4.2%	10.0%	nt	-0.8%	nt	nt	-9.4%	6.9%	nt
O=C(NCc1ccc(Cl)cc1)c1cc2ccccn2n1	-34.3%	-18.6%	-3.9%	-3.5%	-0.9%	1.1	2.4%	6.5%	-3.4%
Cc1occc1-c1nnc(SCC(=O)NCCc2ccccc2)n1Cc1ccccc1	-5.5%	-0.9%	-9.9%	2.8%	8.1%	1.1	-12.1%	-22.0%	8.1%
Cc1cc(C)n2c(SCc3ccccc3Cl)nnc2n1	-22.9%	0.5%	-6.5%	-4.1%	-3.2%	1	-11.0%	-43.6%	1.9%
CCc1ccccc1NC(=S)N1N=CCC1c1ccccc1 (configuration not stated)	-17.9%	2.1%	-3.9%	-4.0%	7.4%	1.1	-4.1%	-22.8%[20 µM]	5.2%
Cc1ccc(Nc2nc(NCC3CCCO3)nc(N)c2[N+](=O)[O-])cc1C (configuration not stated)	-28.4%	6.3%	-4.8%	2.0%	-3.5%	1.1	7.8%	-5.9%	-10.9%
COc1cccc(C(C)NC(=O)C2CCCC2)c1 (configuration not stated)	-16.4%	17.7%	nt	-2.1%	nt	nt	-3.7%	-11.2%	nt
C/C(Cl)=C\Cn1c(O)c(N=NC(N)=S)c2cc(Br)ccc21	35.3%	-76.1%	-4.8%	0.5%	30.4%	0.8	7.9%	-243.0%	27.3%
CC(NC(=O)C1CC2CCCC(C1)C2=O)c1ccccc1 (configuration not stated)	nt	-1.7%	-1.2%	-1.7%	8.3%	1.1	0.2%	45.7%	9.7%
CN1CCN(CC(=O)N2N=C(c3cccs3)CC2c2ccco2)CC1 (configuration not stated)	-1.7%	0.9%	-2.1%	-1.4%	-4.6%	1.1	-3.1%	-3.5%	-5.7%
N#C/C(=C\c1ccccc1)C(=O)NC1CC1	0.8%	8.4%	nt	-2.5%	nt	nt	-4.3%	4.1%	nt
CCCc1cc(=O)oc2cc(C)cc(OCC(=O)Nc3ccc(S(N)(=O)=O)cc3)c12	-17.1%	13.7%	nt	-2.2%	nt	nt	-11.3%	-23.6%	nt
O=C1Cn2c(nc3ccccc32)-c2ccccc2N1	-33.3%	4.8%	-4.1%	nt	4.1%	1	3.6%	nt	-6.9%
CN1CCN(c2ccccc2NC(=O)c2ccccc2F)CC1	-5.4%	1.9%	nt	1.6%	nt	nt	-6.2%	11.4%	nt
COc1ccc(-c2cc(C(=O)Nc3ccc(S(=O)(=O)Nc4onc(C)c4C)cc3)c3ccccc3n2)cc1OC	-10.0%	0.0%	nt	1.7%	nt	nt	7.7%	-24.2%	nt
CC(C)CNC(=O)c1cc2nc3c(c(C(F)(F)F)n2n1)CCc1ccccc1-3	4.2%	9.9%	-3.2%	4.5%	-5.1%	1.1	-8.0%	-28.9%	-4.3%
CCOc1ccc(C(=O)Nc2ccc(C(F)(F)F)n(C)c2=O)cc1	-11.9%	22.5%	1.3%	-1.2%	7.2%	1	-4.1%	13.0%	3.2%
N#C/C(=C/c1ccc(C(=O)O)cc1)C(=O)NCc1ccccc1	-22.6%	1.9%	1.6%	-2.3%	7.1%	1.1	1.0%	3.7%	8.4%
Cc1ccccc1Cn1c(=O)n(CCCC(=O)NCc2ccco2)c(=O)c2ccccc21	-21.0%	0.1%	-6.4%	-2.3%	4.8%	1	0.2%	-2.1%	10.0%
